Source: PubChem
KinaseGlo FLuc – Kinase-Glo luciferase inhibition (counter-screen); Kinase-Glo luciferase, ATP luminescence, 8 min; actives 0.28% (n = 200,000); Q27757; Potency, µM (doses to about 38.3 µM), for the others: top-dose activity change, negative = inhibition, hits mostly inhibitors; further: potency means the concentration at half of the fitted maximal effect; on the % scale 0 is the no-effect control and ±100 the full control effect; nearly all actives have a fitted effect of over 60% in size
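Compound is pinned into ATP-containing buffer (10 uM ATP, imidazole pH 7.2, 7 mM MgCl2). Kinase-Glo luciferase reagent is then added. Light output is recorded following an 8-min room-temperature incubation.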
HTT aggregate – mutant huntingtin aggregation inhibition | PC12 HttQ103-GFP aggregates, Acumen cytometry, 40 h | Potency, µM (highest dose often 46.1 µM), inactives show at the highest dose activity change, negative = inhibition, usual class: inhibitors | actives 1.1% (n = 220,000); further: potency means the concentration at half of the fitted maximal effect; on the % scale 0 is the no-effect control and ±100 the full control effect; nearly all actives have a fitted effect of over 60% in size
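Using laser scanning cytometry, GFP-positive aggregates were counted after lysis of PC12 cells induced with 100 nM tebufenozide to express HTT exon 1 Q103–GFP. Compounds were tested in titration.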
Epigenetic reg – derepresses silenced GFP reporter in murine cells. Potency, µM (top dose mostly 53.9 µM), for the others: at the highest dose GFP activation, actives largely listed as activators. actives 0.2% (n = 280,000). AID 1865. murine LDR cells, GFP reporter derepression, 30 h; further: potency means the concentration at half of the fitted maximal effect; % of control where 0% means no effect; nearly all actives have a fitted effect of over 60% in size
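Murine LDR cells carrying a silenced, genomically integrated CMV-driven GFP reporter were exposed to compound for 30 hours at 37 C. After PBS washes, GFP-positive cells (20–120 um objects) were counted by laser-scanning microplate cytometry.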
CBFb RUNX1 block – inhibitors of human CBF-beta and RUNX1 interaction; Q01196+Q13951; AlphaScreen CBFb-His/RUNX1-biotin binding, biochemical; Potency, µM (highest dose often 59.8 µM), for inactives: at the top dose activity, negative = inhibition, usual class: inhibitors; 230,000 tested, under 10 active; AID 1477; further: % of control where 0% means no effect
Target sequence (Q01196 whole entry, looked up): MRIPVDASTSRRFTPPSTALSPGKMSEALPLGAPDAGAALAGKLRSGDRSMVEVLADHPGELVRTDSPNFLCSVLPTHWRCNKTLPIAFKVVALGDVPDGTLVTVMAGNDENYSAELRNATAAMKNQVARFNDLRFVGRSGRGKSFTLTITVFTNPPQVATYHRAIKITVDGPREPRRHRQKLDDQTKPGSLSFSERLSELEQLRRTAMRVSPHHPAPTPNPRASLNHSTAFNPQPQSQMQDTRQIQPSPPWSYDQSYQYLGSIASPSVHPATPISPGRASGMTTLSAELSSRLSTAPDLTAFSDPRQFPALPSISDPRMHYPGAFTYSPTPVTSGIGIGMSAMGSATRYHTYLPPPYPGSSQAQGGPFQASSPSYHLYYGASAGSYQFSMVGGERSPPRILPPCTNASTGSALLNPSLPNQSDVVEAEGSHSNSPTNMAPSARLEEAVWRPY
Target sequence (Q13951 whole entry, looked up): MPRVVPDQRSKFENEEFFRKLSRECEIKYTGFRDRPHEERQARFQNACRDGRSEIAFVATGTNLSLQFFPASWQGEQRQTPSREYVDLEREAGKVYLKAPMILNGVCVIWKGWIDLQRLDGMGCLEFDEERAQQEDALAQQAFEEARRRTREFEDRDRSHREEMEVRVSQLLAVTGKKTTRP
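AlphaScreen proximity signal reports loss of binding between His-tagged CBF-beta and biotin-labelled RUNX1, each at 30 nM. Proteins are pre-associated for 20 minutes, compounds added for 15 minutes, then beads for 90 minutes, all at ambient temperature.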
L3MBTL1 block – L3MBTL1 (human) inhibition; Potency, µM (top dose mostly 57.1 µM), without a hit: at the highest dose activity, negative = inhibition, most hits filed as inhibitors; AID 485360; actives 0.66% (n = 230,000); Q9Y468; AlphaScreen L3MBTL1–H3K9me1 peptide binding; further: potency means the concentration at half of the fitted maximal effect; on the % scale 0 is the no-effect control and ±100 the full control effect; nearly all actives have a fitted effect of over 60% in size
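AlphaScreen proximity signal between nickel-chelate acceptor and streptavidin donor beads (final 10 ug/mL) reports binding of 50 nM L3MBTL1 to 75 nM biotin-H3 K9me1 peptide; complex incubated with compounds 30 min at room temperature; cefsulodin titration as control.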
NPSR antag – neuropeptide S receptor (human) antagonism, cAMP; Q6W5P4; Potency, µM (series often up to 38.3 µM), without a hit: at the top dose activity change, negative = inhibition, usual class: inhibitors; CHO-NPSR cells, cAMP TR-FRET, antagonist mode; actives 1% (n = 220,000); further: potency means the concentration at half of the fitted maximal effect; on the % scale 0 is the no-effect control and ±100 the full control effect; nearly all actives have a fitted effect of over 50% in size; many of its hits are not listed in these tables
Target sequence (Q6W5P4 whole entry, looked up): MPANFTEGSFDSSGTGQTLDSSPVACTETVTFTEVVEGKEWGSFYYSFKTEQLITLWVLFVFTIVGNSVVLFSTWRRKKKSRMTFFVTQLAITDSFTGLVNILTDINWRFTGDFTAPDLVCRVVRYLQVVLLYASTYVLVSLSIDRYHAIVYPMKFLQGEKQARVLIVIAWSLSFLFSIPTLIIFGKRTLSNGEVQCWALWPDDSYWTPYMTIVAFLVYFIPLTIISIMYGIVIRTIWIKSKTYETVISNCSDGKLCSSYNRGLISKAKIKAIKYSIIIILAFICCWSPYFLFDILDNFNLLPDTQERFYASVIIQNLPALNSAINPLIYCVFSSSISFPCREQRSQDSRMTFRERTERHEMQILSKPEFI
IMPase Li inh – cell-permeable IMPase inhibitors with lithium potentiation; AID 1457; actives 0.35% (n = 210,000); CHO-M1 cells, IP1 TR-FRET (IP-One), carbachol + lithium; Potency, µM (top dose mostly 59.4 µM), without a hit: top-dose activity, negative = IMPase inhibition, hits mostly inhibitors;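 further: IP1 builds up when IMPase is blocked and the TR-FRET signal falls; potency means the concentration at half of the fitted maximal effect; plate controls were basal vehicle for no effect and high inhibitor control for full effect; nearly all actives have a fitted effect of over 50% in size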
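CHO cells stably expressing M1 receptor (2000/well, cultured 16–30 h) treated 30 min at 37C with compound plus low lithium. Cytosolic IP1 by TR-FRET (665/620 ratio and 620 channel) after 10 min lysis; AC50 by Hill fit.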
* hit, by the source's call; ? = inconclusive; / = not tested or not shown; [ ] = another dose, or the depositor's remark. The call rests on the fitted dose curve; in most records, active means well fitted curve in the direction sought with a large enough effect; inconclusive means small, poorly fitted or top-dose-only effect, or another doubt; inactive means no such curve, though single readings can be large; an effect the other way counts as inactive or inconclusive.

smiles	KinaseGlo FLuc	HTT aggregate	Epigenetic reg	CBFb RUNX1 block	L3MBTL1 block	NPSR antag	IMPase Li inh
COc1cc(/C=N/NC(N)=O)c(Br)cc1OCC(=O)Nc1ccccc1C	0.3%	7.9%	1.3%	-3.3%	8.0%	5.5%[46.1 µM]	-5.5%[38.3 µM]
Cc1ccc2nc(SCc3cccc([N+](=O)[O-])c3)nc(C)c2c1	-1.3%	-2.7%	-1.1%	6.7%	-2.0%	-17.8%[46.1 µM]	21.9%[38.3 µM]
CCOC(=O)CSc1nc2c(c(-c3ccc(C)o3)c1C#N)CCCC2	1.1%	8.8%	-2.2%	?	26.4%	?	21.2%[38.3 µM]
COc1ccc(NC(=O)CCn2nnc(-c3ccc(C)cc3)n2)cc1OC	-0.9%	4.6%	-5.0%	-7.8%	-4.1%	18.4%[46.1 µM]	1.1%
COc1ccccc1C1=NOC(Cn2c(NCC3CCCO3)nc3c2c(=O)n(C)c(=O)n3C)C1 (configuration not stated)	/	10.1%[9.22 µM]	1.0%	12.9%	-8.6%	-14.8%	/
CN1CCCC(OC(=O)c2ccc(Cl)cc2)C1 (configuration not stated)	/	-4.3%[9.22 µM]	3.6%	13.8%	59.6%[activator]	-31.3%	/
Cc1cccc(-c2n[nH]c([N+](=O)[O-])n2)c1	-0.6%	7.3%	-2.3%	-1.6%	7.3%	-2.8%[46.1 µM]	-15.9%[38.3 µM]
COc1ccc(Cc2n[nH]c(=S)n2Cc2ccccc2)cc1Cl	0.5%	9.6%[9.22 µM]	0.2%	-18.0%	-12.1%	-33.3%	-7.2%
O=C1N(c2ccccc2)C[C@@H]2C[C@@H](c3cccs3)N3CCC[C@@]123	0.5%	5.4%[9.22 µM]	10.5%	2.4%	-1.3%	23.4%	37.1%[activator]
O=C1c2cccc(OCC(=O)N3CCCc4ccccc43)c2CCN1Cc1cccnc1	-5.1%	?	-2.7%	7.6%	/	-8.0%	8.7%

Continued:
smiles	KinaseGlo FLuc	HTT aggregate	Epigenetic reg	CBFb RUNX1 block	L3MBTL1 block	NPSR antag	IMPase Li inh
COc1ccc(-c2nn(CC(=O)N3CCCCC3)c(=O)c3ccccc23)cc1	0.8%	32.5%	0.0%	1.5%	2.5%	-3.7%[46.1 µM]	-5.0%[38.3 µM]
C#CCO[C@@H]1C[C@H](n2ccc(NC(=O)c3ccccc3)nc2=O)O[C@@H]1CO	/	35.9%[9.22 µM]	1.5%	3.2%	/	14.9%	/
CCOC(=O)Cc1csc(NS(C)(=O)=O)n1	-0.3%	7.6%	0.0%	-3.1%	/	-14.7%[46.1 µM]	34.7%[activator][38.3 µM]
COc1ccc(/C=C2\Oc3cc(OC(=O)N4CCOCC4)ccc3C2=O)c(OC)c1	/	-0.9%[9.22 µM]	-3.1%	-1.9%	8.2%	7.8%	/
CCC(NC(=O)c1ccccc1Br)c1ccccc1 (configuration not stated)	/	9.9%[9.22 µM]	-1.2%	9.1%	9.5%	9.3%	1.1%
C=CCSc1nsc(N)n1	-7.3%	9.9%	0.0%	4.1%	7.9%	-2.0%[46.1 µM]	-5.8%[38.3 µM]
CCCOc1ccc(Cc2c(Cl)nc(SC)nc2NC)cc1	2.6%	?	0.0%	19.1%	29.7%	8.7%	18.9%
CCOc1ccc(C(=O)OC2CCN(C)CC2)cc1	1.9%	1.1%	-2.0%	-0.9%	-13.6%	-3.7%[46.1 µM]	11.9%
CSc1nc2c(c(=O)[nH]1)C(c1ccncc1)C(C(=O)OC(C)C)=C(C)N2 (configuration not stated)	-0.8%	26.5%	-1.4%	4.8%	5.9%	-9.0%[46.1 µM]	2.6%[38.3 µM]
Cc1cnc(C(=O)Nc2ccc(N3CCN(C(=O)OC(C)(C)C)CC3)cc2)cn1	-0.9%	-7.6%	4.5%	4.8%	/	-4.6%[46.1 µM]	34.2%[38.3 µM]

Later entries
smiles	KinaseGlo FLuc	HTT aggregate	Epigenetic reg	CBFb RUNX1 block	L3MBTL1 block	NPSR antag	IMPase Li inh
COc1ccc(Br)cc1S(=O)(=O)n1ccnc1	0.5%	11.8%	-2.4%	5.0%	/	11.1%	-2.5%
Cc1ccc(OCC(=O)N(Cc2ccccc2)c2ccccn2)cc1	-1.6%	2.7%	1.8%	-5.4%	/	-2.1%	-2.7%
COc1cccc2sc(N(C)c3ccccc3)nc12	-10.2%	-0.1%[9.22 µM]	2.8%	5.6%	/	10.9%[46.1 µM]	25.6%[38.3 µM]
O=C(CCn1c(SCC(=O)NCc2ccco2)nc2ccccc2c1=O)NCCc1ccccc1	1.2%	27.0%	0.0%	-4.4%	-8.5%	-24.3%[46.1 µM]	-5.7%[38.3 µM]
CC1CCC(NC(=O)c2cc3c(s2)CS(=O)(=O)C3)CC1 (configuration not stated)	1.6%	-8.3%	0.9%	5.8%	/	3.0%[46.1 µM]	23.3%[38.3 µM]
CN(C)CC(=O)N1c2ccccc2CCc2ccc(NC(=O)c3ccc(N)cc3)cc21	-4.1%	?	-9.5%	11.2%	3.0%	0.9%[46.1 µM]	45.5%[activator][38.3 µM]
COc1ccc(C(=O)C2CCCN(Cc3cccn3-c3nccs3)C2)cc1OC (configuration not stated)	/	-14.8%[9.22 µM]	0.1%	-1.4%	/	-0.7%	/
COc1cc(C2C3=C(CCCC3=O)Nc3c2c(C)nn3-c2cccc(C)c2)cc(OC)c1O (configuration not stated)	/	29.0%[9.22 µM]	3.0%	?	-25.5%	-53.0%	/
O=C(NCc1ccccc1)N1CCN(c2ccc(F)cc2)CC1	-0.1%	-8.4%	-1.0%	2.2%	-10.4%	-4.7%[46.1 µM]	9.2%
COc1ccc(C2CC(c3ccccc3)=NN2C(=O)COC(=O)c2cccc(S(=O)(=O)N3CCOCC3)c2)cc1 (configuration not stated)	1.2%	-5.7%	-1.1%	3.3%	-4.6%	-10.0%	18.1%

(further entries)
smiles	KinaseGlo FLuc	HTT aggregate	Epigenetic reg	CBFb RUNX1 block	L3MBTL1 block	NPSR antag	IMPase Li inh
CCC(=O)N(C)C(c1ccccc1Cl)c1nnnn1-c1c(C)cccc1C (configuration not stated)	0.3%	4.8%	0.8%	-2.4%	/	-16.6%[46.1 µM]	16.8%[38.3 µM]
N/C(=N\OC(=O)N1CCOCC1)c1ccccc1	?	?	1.1%	2.3%	-4.0%	4.1%[46.1 µM]	-10.2%[38.3 µM]
COC(=O)c1ccc(C(=O)OC)c(NC(=O)CSc2cccc[n+]2[O-])c1	-1.2%	0.5%	?	-5.2%	15.0%	?	0.8%[38.3 µM]
Cc1csc(SC(C)C(=O)NCc2ccc3c(c2)OCO3)n1 (configuration not stated)	-0.6%	22.3%	0.0%	10.3%	?	0.3%	1.4%
COCc1cc(C)nc(NCCO)c1C#N	1.6%	17.6%	-2.2%	2.1%	/	5.5%[46.1 µM]	-3.4%[38.3 µM]
C/C(=N\N=C\c1cccc(F)c1)c1nnn(-c2nonc2N)c1C	-3.2%	19.3%	3.0%	3.6%	-0.1%	10.4%	-3.2%
O=C(NN1C(=O)C2C(c3ccccc3)C=CC(c3ccccc3)C2C1=O)c1ccccc1 (configuration not stated)	0.0%	3.2%	-0.9%	?	-7.4%	-37.1%	16.2%
CC(NC(=O)C1CCCN1S(=O)(=O)c1ccc2c(c1)n(C)c(=O)c(=O)n2C)c1ccccc1 (configuration not stated)	/	15.7%[9.22 µM]	1.1%	-0.5%	2.5%	8.6%	/
Cc1ccc2oc(=O)c3cnn(CC(=O)NCCCOC(C)C)c3c2c1	-0.7%	-11.1%	3.6%	-1.2%	/	16.9%[46.1 µM]	2.9%[38.3 µM]
O=C(COC(=O)c1ccc(O)cc1)Nc1ncc(Cl)cc1Cl	-1.7%	5.1%	-4.8%	10.8%	?	-6.7%	-0.3%

(further entries)
smiles	KinaseGlo FLuc	HTT aggregate	Epigenetic reg	CBFb RUNX1 block	L3MBTL1 block	NPSR antag	IMPase Li inh
CCCCN(CC)C(=O)CN(C)S(=O)(=O)c1cccc2nsnc12	-1.3%	18.9%	0.9%	-0.8%	5.6%	-9.8%[46.1 µM]	1.9%[38.3 µM]
CC1CN(C(=O)c2ccn(C)n2)CC(C)O1 (configuration not stated)	-6.2%	-11.8%	-1.0%	-4.4%	5.0%	3.1%	-3.4%
Cc1ccc(-n2cnnn2)c2cccnc12	2.1%	-12.3%	-1.1%	-0.3%	/	-2.7%[46.1 µM]	20.5%[38.3 µM]
COCCNc1nnc(SCC(=O)NNC(=O)c2ccccc2)s1	-2.6%	0.3%	-2.1%	9.1%	/	10.7%	-8.1%
COC(=O)C1CCN(C(=O)Nc2ccccc2)CC1	0.7%	-5.4%[9.22 µM]	-1.3%	1.1%	6.8%	9.2%	0.9%
Cc1cc(NC(=O)CCC(=O)N(c2cccnc2)C(C(=O)NC2CCCC2)c2ccccc2)no1 (configuration not stated)	0.6%	1.8%	-1.4%	1.1%	6.6%	-2.3%[46.1 µM]	-9.4%[38.3 µM]
COc1ccc2c(=O)cc(-c3ccccc3F)oc2c1	/	-15.0%[9.22 µM]	-0.3%	12.2%	-3.7%	22.2%	/
Cc1cc(S(=O)(=O)N(Cc2ccc(F)cc2)CC2CCCO2)ccc1-n1cnnn1 (configuration not stated)	1.1%	-19.0%	-0.9%	12.4%	1.0%	-24.1%[46.1 µM]	-8.7%[38.3 µM]

Sorted by count of non-hydrogen atoms (falling): 5 of the compounds above
smiles	KinaseGlo FLuc	HTT aggregate	Epigenetic reg	CBFb RUNX1 block	L3MBTL1 block	NPSR antag	IMPase Li inh
Cc1cc(NC(=O)CCC(=O)N(c2cccnc2)C(C(=O)NC2CCCC2)c2ccccc2)no1 (configuration not stated)	0.6%	1.8%	-1.4%	1.1%	6.6%	-2.3%[46.1 µM]	-9.4%[38.3 µM]
CC(NC(=O)C1CCCN1S(=O)(=O)c1ccc2c(c1)n(C)c(=O)c(=O)n2C)c1ccccc1 (configuration not stated)	/	15.7%[9.22 µM]	1.1%	-0.5%	2.5%	8.6%	/
CC1CCC(NC(=O)c2cc3c(s2)CS(=O)(=O)C3)CC1 (configuration not stated)	1.6%	-8.3%	0.9%	5.8%	/	3.0%[46.1 µM]	23.3%[38.3 µM]
N/C(=N\OC(=O)N1CCOCC1)c1ccccc1	?	?	1.1%	2.3%	-4.0%	4.1%[46.1 µM]	-10.2%[38.3 µM]
CC1CN(C(=O)c2ccn(C)n2)CC(C)O1 (configuration not stated)	-6.2%	-11.8%	-1.0%	-4.4%	5.0%	3.1%	-3.4%

This is a subset (hit frequency here may not be typical).
